CendR NRP1 mod: alters CendR peptide binding to human NRP-1; O14786; FAM-RPARPAR peptide binding to NRP-1, fluorescence polarization; inhibition, % at 25 µM; 0.85% of 360,000 active; AID 602438;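 active = inhibition or corrected inhibition above about 18%, plus a signal ratio from 0.5 to 1.5, limit read from the data, passing the limit was not always enough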; note: strong numbers were not always called active
Target sequence (O14786 whole entry, looked up): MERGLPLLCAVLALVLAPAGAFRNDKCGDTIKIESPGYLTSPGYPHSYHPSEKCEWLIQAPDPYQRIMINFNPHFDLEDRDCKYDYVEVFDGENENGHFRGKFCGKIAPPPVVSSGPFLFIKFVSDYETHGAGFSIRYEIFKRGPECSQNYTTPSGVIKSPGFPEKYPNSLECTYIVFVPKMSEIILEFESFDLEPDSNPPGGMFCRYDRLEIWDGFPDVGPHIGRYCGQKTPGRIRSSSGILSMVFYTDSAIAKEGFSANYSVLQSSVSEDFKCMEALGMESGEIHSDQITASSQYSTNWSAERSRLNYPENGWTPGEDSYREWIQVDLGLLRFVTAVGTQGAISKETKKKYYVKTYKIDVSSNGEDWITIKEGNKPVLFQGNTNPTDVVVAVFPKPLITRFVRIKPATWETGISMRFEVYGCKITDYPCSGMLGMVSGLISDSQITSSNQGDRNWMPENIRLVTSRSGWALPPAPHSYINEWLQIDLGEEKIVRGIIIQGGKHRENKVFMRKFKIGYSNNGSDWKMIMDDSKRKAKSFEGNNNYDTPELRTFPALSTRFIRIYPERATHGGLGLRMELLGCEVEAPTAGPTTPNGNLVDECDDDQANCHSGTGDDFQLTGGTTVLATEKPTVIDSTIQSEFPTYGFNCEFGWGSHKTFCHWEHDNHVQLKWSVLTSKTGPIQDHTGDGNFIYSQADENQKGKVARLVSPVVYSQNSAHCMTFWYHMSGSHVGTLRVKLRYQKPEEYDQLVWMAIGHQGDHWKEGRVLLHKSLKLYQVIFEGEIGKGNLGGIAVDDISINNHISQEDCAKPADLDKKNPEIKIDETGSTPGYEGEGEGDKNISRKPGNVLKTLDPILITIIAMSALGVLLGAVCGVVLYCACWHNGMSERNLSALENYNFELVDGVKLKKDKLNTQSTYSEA
Neddyl block: blocks human cullin neddylation. P61081+Q13564. TR-FRET cullin neddylation, biochemical. calls only at 25 µM. 0.58% of 360,000 active; in the data active = inhibition above about 36%
STEP inh: STEP (human) phosphatase inhibition; inhibition, % at 20 µM; recombinant STEP, OMFP fluorogenic substrate, fluorescence; P54829; 0.25% of 360,000 active;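 active = inhibition at 20 µM, scaled per plate between control wells, above about 37%, limit read from the data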;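 note: 0% = DMSO with enzyme and substrate and 100% = substrate only without enzyme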
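material = STEP tyrosine phosphatase | reagent = fluorogenic phosphatase substrate OMFP at 25 µM final | doses = single compound dose of 20 µM, 1% DMSO final | schedule = 20 min reaction, room temperature, in the dark | measured by = fluorescence, 480/540 nm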
Scp1 inh: Scp-1 (human) phosphatase inhibition. Q9GZU7. Recombinant Scp1, phosphopeptide, malachite green phosphate absorbance. inhibition, % at 20 µM. 0.88% of 340,000 active. AID 493091;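 active = inhibition above about 50% at 20 µM, limit read from the data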;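 note: plate controls were DMSO wells with enzyme for no effect and wells lacking enzyme for full effect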
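Material – SCP-1 phosphatase catalytic domain, residues 76-261 · Buffer or medium – Acidic Tris acetate buffer with magnesium and detergent · Also added – Phospho 17-mer peptide substrate · Compound – single 20 µM dose, 1% DMSO · Times – 45 min room-temperature reaction, 5 min colour, 30 min stabiliser · Technique – Phosphate-binding colour reagent, absorbance read at 630 nm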
LMPTP block: LMPTP (human) inhibition; P24666; recombinant LMPTP-A, OMFP fluorogenic substrate, fluorescence intensity; 0.22% of 360,000 active; inhibition, % at 20 µM;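 active = compounds that cut the enzyme signal by at least half of the control window in the single-dose screen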;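 note: plate controls were DMSO wells with enzyme plus substrate for no effect and substrate without enzyme for full effect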
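Test system – LMPTP-A phosphatase enzyme · Quantity – 0.625 nM LMPTP-A final · Reagent – OMFP substrate, 400 µM final · Dosing – one test concentration per compound, 20 µM, with 3% DMSO overall · Timing – 50 min enzyme reaction at room temperature, protected from light · Detection – fluorescence intensity · Controls – substrate-only low control, DMSO enzyme-plus-substrate high control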
SKN-1 block: C. elegans SKN-1 inhibition | AID 624304 | 0.49% of 360,000 active | C. elegans VP596 Pgst-4::GFP/RFP ratio, acrylamide-induced, 24 h | inhibition, % at 21.8 µM;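 active = interference check ratio from 0.5 to 1.5 plus GFP to RFP signal ratio inhibition reaching or exceeding a fixed threshold, cut at about 30% in these data, passing the limit was not always enough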; note: some compounds called inactive have numbers as strong as hits
Tb MetRS inh: Trypanosoma brucei MetRS inhibition | purified T. brucei MetRS, ATP depletion, Kinase-Glo luminescence | inhibition, % at 11.9 µM | 0.4% of 360,000 active;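 active = inhibition above a per-plate cutoff of the control wells' mean inhibition plus 3 SD, cut at about 5.5% in these data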;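 note: 0% = DMSO wells median and 100% = median of wells with control inhibitor compound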
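Test system: purified T. brucei MetRS enzyme. Also added: ATP, methionine and E. coli bulk tRNA substrates. Compound: 11.9 µM single point. Schedule: 15 min enzyme-compound preincubation, 2 h reaction, 10 min detection, 25 °C. Signal: luciferase luminescence of residual ATP, Kinase-Glo. Evaluation: percent inhibition versus plate control medians. Controls: DMSO wells, low control.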
NadD block: NadD (S. aureus) enzyme inhibition. purified NadD enzyme, colorimetric absorbance read-out. inhibition, % at 20 µM. 0.78% of 360,000 active. AID 602399; in the data active = inhibition above about 26%; note: some compounds past the cut are filed as inactive
SUMO1-SIM PPI: alters human SUMO1 binding to SIM partners. P63165. SUMO1 binding to a labelled peptide, TR-FRET, 1 h. 0.33% of 360,000 active. inhibition, % at 20 µM; in the data active = inhibition above about 37%
Target sequence (P63165 whole entry, looked up): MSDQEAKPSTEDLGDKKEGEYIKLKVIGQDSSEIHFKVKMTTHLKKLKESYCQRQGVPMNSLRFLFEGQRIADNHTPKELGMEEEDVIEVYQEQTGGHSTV
DNMT1 inh: inhibitors of human DNMT1. 0.83% of 360,000 active. DNMT1 molecular beacon, Hinp1I cleavage, fluorescence. inhibition (reported as % activation of signal), % at 10 µM; in the data active = inhibition above about 50%
* = called active by the depositor; i = inactive; x = no result given.

No.	SMILES	CendR NRP1 mod	Neddyl block	STEP inh	Scp1 inh	LMPTP block	SKN-1 block	Tb MetRS inh	NadD block	SUMO1-SIM PPI	DNMT1 inh
1	COc1ccccc1OCCn1cc(/C=N/NC(N)=S)c2ccccc21	-9.0	i	-2.4	4.0	0.3	-4.5	-0.4	8.9	-4.5	-3.1
2	Cc1ccc(C(=O)N2CCN(c3ccccc3)CC2)cc1NC(=O)c1ccco1	14.8	i	2.7	-4.8	-0.4	5.0	0.1	-0.7	-1.2	1.8
3	COc1ccc(CCNC(=O)COc2ccc3c(C)cc(=O)oc3c2)cc1	-14.6	i	-0.4	-13.2	0.7	-0.8	0.4	-0.9	-3.5	-5.2
4	COc1ccc2c(CC(=O)Nc3nc(C)cs3)coc2c1	-2.5	i	-0.4	-8.9	-1.2	5.8	0.0	-0.5	-1.6	-2.7
5	Cc1ccc(C(=O)NC2CCCC2)cc1S(=O)(=O)N1CCCCC1	6.9	i	-1.8	-4.0	-1.6	7.5	-0.3	-2.0	-5.6	0.8
6	CCOC1C(=O)NC(=O)N1Cc1ccccc1 (centres undefined)	-1.1	i	-0.2	0.1	-4.5	12.9	-0.7	-4.0	1.4	0.2
7	CCOP(=O)(OCC)/C(=N/OC(=O)c1ccc(OC)cc1)C(N)=O	-1.7	i	-3.4	14.7	-0.4	-6.3	-1.4	-0.3	22.6	-2.8
8	C[N+]1(CCC(=O)c2ccccc2)CCCCC1	8.8	i	-2.5	6.5	-2.0	3.9	-0.7	8.2	-0.9	2.2
9	O=C(O)COc1ccccc1/C=N/NC(=O)CNC(=O)c1ccco1	0.5	i	-2.2	-3.8	-0.7	-2.6	-0.5	-8.4	1.8	-1.4
10	O=C(NCC1CCCO1)C(c1ccncc1)N(Cc1cccs1)C(=O)Cn1nnc(-c2ccc(F)cc2)n1 (centres undefined)	-0.3	i	0.8	-5.0	-0.3	0.7	2.2	9.6	-0.9	-11.7
11	COc1cc(C(C(=O)Nc2c(C)cccc2C)N(C)C(=O)c2ccc(-n3cnnn3)cc2)ccc1O (centres undefined)	1.4	i	-2.9	5.8	3.1	-2.4	-0.8	-1.9	2.3	7.8
12	COc1ccc(S(=O)(=O)N2Cc3ccccc3CC2C(=O)Nc2ccc3c(c2)OCO3)cc1 (centres undefined)	19.4	i	-1.8	-14.1	1.2	-1.0	0.1	13.4	-2.7	-7.8
13	CN1CCN(C(=O)c2cn(-c3ccccc3)nc2-c2cccs2)CC1	5.1	i	1.0	-3.9	-0.3	-5.7	0.1	-0.6	3.1	1.6
14	CC(C)C[C@@H](CN1C(=O)C(=O)NC[C@@H]1CC(C)C)NC(=O)Cc1ccccc1	0.7	i	1.2	-3.0	0.1	4.8	0.2	-2.1	3.6	1.6
15	Fc1ccc(CCN2CCN=C2Nc2ccccc2)cc1	-3.2	i	2.3	-2.3	-0.7	15.6	-0.1	-8.6	3.6	7.8
16	COc1ccc(-c2cc(C(F)(F)F)nc(-n3cc(Cl)cn3)n2)cc1	-4.0	x	1.7	1.6	2.1	9.5	-1.1	-3.3	-2.6	5.5
17	CCOC(=O)c1ccccc1NC(=O)C(C)Oc1ccccc1 (centres undefined)	13.2	i	1.1	5.5	1.7	15.4	-0.7	3.1	-1.0	-7.3
18	CC(C)c1c(O)nc(SCc2ccccc2)[nH]c1=O	-6.1	i	-2.3	-10.4	-1.4	-2.7	-0.8	1.6	-1.3	4.3
19	Cc1ccc(S(=O)(=O)N(C)CC(=O)N2CCCCCC2)cc1	-7.6	i	-0.4	-6.5	-1.8	5.1	-1.1	0.3	7.3	-0.1
20	COc1ccc(NC(=O)COC(=O)c2ccc(OC)c(S(=O)(=O)N3CCCC3)c2)cc1OC	5.4	i	-1.1	-8.2	-0.3	16.0	0.1	-3.8	5.0	-3.5
21	CCC(CC)C(=O)N(C)c1c(C)nc2c(OCc3ccc(Cl)cc3Cl)cccn12	-1.3	i	3.1	x	2.3	4.9	1.2	0.2	4.1	14.7
22	CCc1ccccc1NS(=O)(=O)c1cccc2nsnc12	0.3	i	-1.5	-10.0	-0.4	-3.2	-0.8	-7.2	-31.7	1.8
23	COc1ccc(-n2nc(C(=O)N3CCC(N4CCCCC4)CC3)c3c4ccccc4n(C)c3c2=O)cc1	3.2	i	-1.1	-1.4	6.9	17.0	-0.5	6.2	-5.8	1.7
24	CNC(=O)c1[nH]cnc1C(=O)N[C@@H](CCCCNC(=O)OC(C)(C)C)C(=O)OC(C)(C)C	8.9	i	0.0	-5.8	-0.3	2.8	-0.3	-1.4	3.2	5.9
25	CC(CN1C(C)CCCC1C)OC(=O)c1ccc(Cl)cc1 (centres undefined)	4.3	i	-3.1	1.7	0.1	12.7	-1.1	-8.5	0.5	-6.3
26	Cc1ccc(S(=O)(=O)NN2C(=O)/C(=C/c3ccc(F)cc3)SC2=S)cc1	-47.8	i	-3.2	-13.9	-1.3	10.9	-0.2	10.5	-4.6	1.3
27	NC(=O)C1CCN(CC(=O)N2N=CCC2c2ccccc2)CC1 (centres undefined)	4.6	i	0.1	-6.0	-0.8	-3.7	0.0	-1.0	2.7	-0.9
28	O=C(c1cccc([N+](=O)[O-])c1)N1CCCN(C(=O)c2cccc([N+](=O)[O-])c2)CC1	6.8	i	0.5	-7.8	1.2	2.9	-0.2	3.8	-16.1	-0.2
29	COc1ccccc1N1CCN(CC(=O)Nc2nccs2)CC1	2.5	i	-1.2	-12.3	-2.5	6.7	0.0	-8.3	3.1	-1.5
30	O=C(O)c1ccc2c(c1)C(=O)N(c1ccc(C(=O)OCC(=O)c3ccccc3)cc1)C2=O	-13.1	i	2.1	40.1	1.3	7.2	-0.5	-3.8	-24.4	-0.5

Quoted at random: 7 entries already listed, in no set order.
No.	SMILES	CendR NRP1 mod	Neddyl block	STEP inh	Scp1 inh	LMPTP block	SKN-1 block	Tb MetRS inh	NadD block	SUMO1-SIM PPI	DNMT1 inh
18	CC(C)c1c(O)nc(SCc2ccccc2)[nH]c1=O	-6.1	i	-2.3	-10.4	-1.4	-2.7	-0.8	1.6	-1.3	4.3
26	Cc1ccc(S(=O)(=O)NN2C(=O)/C(=C/c3ccc(F)cc3)SC2=S)cc1	-47.8	i	-3.2	-13.9	-1.3	10.9	-0.2	10.5	-4.6	1.3
5	Cc1ccc(C(=O)NC2CCCC2)cc1S(=O)(=O)N1CCCCC1	6.9	i	-1.8	-4.0	-1.6	7.5	-0.3	-2.0	-5.6	0.8
3	COc1ccc(CCNC(=O)COc2ccc3c(C)cc(=O)oc3c2)cc1	-14.6	i	-0.4	-13.2	0.7	-0.8	0.4	-0.9	-3.5	-5.2
9	O=C(O)COc1ccccc1/C=N/NC(=O)CNC(=O)c1ccco1	0.5	i	-2.2	-3.8	-0.7	-2.6	-0.5	-8.4	1.8	-1.4
15	Fc1ccc(CCN2CCN=C2Nc2ccccc2)cc1	-3.2	i	2.3	-2.3	-0.7	15.6	-0.1	-8.6	3.6	7.8
23	COc1ccc(-n2nc(C(=O)N3CCC(N4CCCCC4)CC3)c3c4ccccc4n(C)c3c2=O)cc1	3.2	i	-1.1	-1.4	6.9	17.0	-0.5	6.2	-5.8	1.7

(list continues)
No.	SMILES	CendR NRP1 mod	Neddyl block	STEP inh	Scp1 inh	LMPTP block	SKN-1 block	Tb MetRS inh	NadD block	SUMO1-SIM PPI	DNMT1 inh
31	COc1ccc(S(=O)(=O)Nc2c(O)c3ccccc3oc2=O)cc1	-6.4	i	0.4	-5.8	-0.9	-0.3	-0.6	1.0	-0.4	-1.2
32	O=C(O)C1Nc2c(Cl)cc(Cl)c(Cl)c2C2C=CCC12 (centres undefined)	-23.7	i	11.7	63.4*	69.6*	12.1	-0.7	24.5	62.6*	83.2*
33	COc1ccc2c(c1)SCCC2=O	5.7	i	-3.2	3.6	0.6	-13.0	-0.9	2.5	0.4	0.0
34	Cc1cccc(OCC(=O)O/N=C(\N)Cc2ccc([N+](=O)[O-])cc2)c1	1.3	i	1.6	3.5	3.3	5.9	-0.2	-7.5	-23.1	-2.2
35	Cc1occc1C(=O)N(C)CC1CCCN(CCc2ccc(Cl)cc2)C1 (centres undefined)	-1.8	i	0.4	x	-1.0	3.9	0.1	4.7	-0.1	2.5
36	CCC(C)(NC(=O)CNC(C)=O)C(=O)NC1CCCCC1 (centres undefined)	-4.9	i	0.3	2.6	-0.3	1.6	-0.2	-5.6	-2.0	-1.4
37	CC(C)OCCCNC(=O)c1c(N)n(/N=C/c2ccccn2)c2nc3ccccc3nc12	0.8	i	1.7	-2.3	3.0	-10.4	-0.4	-6.8	3.6	-21.9
38	COc1ccc(C=NNC(=O)CCCC(=O)NN=Cc2ccc(OC)c(OC)c2)cc1OC	13.1	i	1.1	-10.4	-1.5	21.0	0.2	2.4	-8.3	-1.8
39	CCCCCn1c(CNC(=O)c2cccs2)nc2ccccc21	1.3	i	-4.9	1.5	0.4	3.4	-0.8	2.8	1.2	1.2
40	CC(C)Cn1c(=O)c(-[n+]2ccccc2)c([O-])c2ccccc21	1.1	i	0.2	-0.8	-0.5	-0.1	-0.5	-5.5	-2.6	2.9
41	NC(=O)c1cc(-c2cccnc2)nc2ccc(Br)cc12	3.6	i	-0.2	4.0	0.1	4.8	-0.2	-0.1	-25.7	1.5
42	O=C(O)c1cc(Cl)c(Cl)cc1C(=O)NCc1ccco1	8.5	i	-1.9	0.3	0.9	8.4	-0.9	9.2	1.2	3.1
43	Cc1ccc(C)c(NC(=O)CCNS(=O)(=O)c2ccc3[nH]c(=O)oc3c2)c1	4.2	i	1.2	2.3	0.1	-11.1	-0.4	-1.5	-1.6	2.8
44	CCC(C)(C)NC(=O)c1ccc2c(c1)S(=O)(=O)c1ccccc1C2=O	13.6	i	1.0	-4.7	0.1	12.8	-0.8	-5.8	-27.9	-0.1
45	O=C(NOC(=O)c1c(F)cccc1Cl)c1ccc(Cl)c(Cl)c1	7.6	i	-2.4	-12.3	-1.3	-3.8	-0.6	-7.3	0.2	-3.0
46	CCOC(=O)c1ccc(N/C=C/C(=O)c2ccc(OC)cc2)cc1	-3.2	i	11.5	2.1	-1.0	2.8	-0.1	0.7	-0.5	0.2
47	CCCCC(=O)N/N=C/c1sccc1C	-14.8	i	2.6	-7.8	-0.7	-2.4	-0.3	-6.9	-7.7	2.2
48	COc1ccc(/C=N/NC(=O)CN2CCCC2)cc1	14.6	i	2.7	-4.7	1.0	-0.6	0.1	-0.6	-1.9	-0.3
49	O=C(COc1ccc2ccc(=O)oc2c1)Nc1nccs1	9.9	i	-2.9	-9.1	-1.1	1.9	-0.3	1.8	-4.9	1.6

Screening results as filed in PubChem.
